# HEK293 tox: cytotoxic in the GLP-1 receptor inverse agonist counter-screen; HEK293 cAMP-luciferase reporter cells, luminescence, 24 h; Potency, µM (titrated, usually from 38.3 µM), inactives show at the top dose activity change, negative = inhibition, usual class: inhibitors; hit rate 0.13% among 410,000;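 further: loss of luciferase light is scored as toxicity; potency means the concentration at half of the fitted maximal effect; on the % scale 0 is the no-effect control and ±100 the full control effect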
#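 Seeding density was 200 cells/uL; after overnight-length (12 h) culture, 23 nL compounds went on for 24 h at 37 °C. Readout used a luciferase detection reagent, luminescence taken after 12 min at room temperature.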
# GLP-1R inv ag: acts as inverse agonist at human GLP-1 receptor; P43220; HEK293 GLP-1R CRE-luciferase, luminescence, 24 h; GLP-1R form is constitutively active; Potency, µM (series often up to 38.3 µM), without a hit: at the top dose activity change, negative = inhibition, hits mostly inhibitors; hit rate 1.6% among 410,000; AID 624417; further: potency means the concentration at half of the fitted maximal effect; on the % scale 0 is the no-effect control and ±100 the full control effect; nearly all actives have a fitted effect of over 55% in size
# Target sequence (P43220 whole entry, looked up): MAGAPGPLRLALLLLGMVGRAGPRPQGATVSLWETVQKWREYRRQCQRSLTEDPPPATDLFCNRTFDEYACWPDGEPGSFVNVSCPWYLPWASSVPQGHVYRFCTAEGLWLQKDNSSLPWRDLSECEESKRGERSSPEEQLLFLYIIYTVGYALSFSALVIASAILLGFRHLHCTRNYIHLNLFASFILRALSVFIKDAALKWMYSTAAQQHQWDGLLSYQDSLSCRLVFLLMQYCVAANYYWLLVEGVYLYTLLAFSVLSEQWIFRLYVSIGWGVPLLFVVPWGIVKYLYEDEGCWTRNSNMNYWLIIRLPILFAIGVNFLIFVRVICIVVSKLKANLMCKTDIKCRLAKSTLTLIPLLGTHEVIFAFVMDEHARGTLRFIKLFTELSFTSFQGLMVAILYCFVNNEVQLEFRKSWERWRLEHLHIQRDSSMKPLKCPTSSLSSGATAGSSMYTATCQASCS
#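 HEK293 cells stably co-expressing constitutively active GLP-1R and a cAMP-responsive luciferase reporter were seeded in DMEM with 10% Nu serum, given compounds after 12 h, and incubated 24 h at 37 deg C. Luminescence was then read.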
# Mm-Cpn inhibitor: M. maripaludis TRiC chaperonin inhibition; Potency, µM (highest dose often 76.9 µM), for the others: at the highest dose activity, negative = inhibition, hits mostly inhibitors; hit rate 0.031% among 330,000; purified Mm-Cpn ATPase, ADP Transcreener TR-FRET; further: potency means the concentration at half of the fitted maximal effect; on the % scale 0 is the no-effect control and ±100 the full control effect; nearly all actives have a fitted effect of over 80% in size
#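 25 nM Mm-CPN + cpd, 10 min 37°C; + 10 uM ATP, 30 min 37°C; buffer 30 mM Tris pH 7.4, 100 mM KCl, 5 mM MgCl2, 1 mM DTT; Transcreener ADP HTRF detection 30 min RT.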
# Akt phos inh: inhibitors of Akt phosphorylation | Neuro2A IGF-stimulated pAkt S473 HTRF, 20 min; active compounds read low | activity change, % for hits at 50 µM | hit rate 0.32% among 360,000 | AID 651550; in the data active means activity change below about -80%; inconclusive means mostly about -51% to -80%; further: on the % scale 0 is the no-effect control and ±100 the full control effect
#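 Neuro2A cells in DMEM with 0.5% FBS, overnight at 37 deg C, given compound at single 50 µM final, then IGF (6 nM final) for 20 min at 37 deg C. Lysed; phospho-Akt Ser473 by HTRF after 24 h, 665/615 ratio.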
# FUS yeast rescue: FUS proteinopathy suppression in yeast | S. cerevisiae FUS-expressing, growth rescue, OD600, 24 h | Potency, µM (titrated, usually from 76.6 µM), inactives show top-dose growth rescue (activation), most hits filed as activators | hit rate 0.24% among 390,000;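 further: potency means the concentration at half of the fitted maximal effect; plate controls were DMSO vehicle for no effect and reference control for full effect; nearly all actives have a fitted effect of over 55% in size; some results filed as inactive show a strong effect at the top dose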
#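 S. cerevisiae expressing FUS from galactose induction served as the toxicity model. Growth after 24hr at 30C, read as absorbance at 600 nm, indicates suppression of toxicity; compounds dosed at several concentrations.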
# PTHR1 ag: agonists of human PTHR1 parathyroid hormone receptor; Q03431; HEK293 GP2 PTHR1 cells, GloSensor cAMP luminescence, 1 h; Potency, µM (series often up to 115 µM), inactives show top-dose activation, hits mostly activators; hit rate 0.075% among 410,000; further: potency means the concentration at half of the fitted maximal effect; nearly all actives have a fitted effect of over 55% in size; some results filed as inactive show a strong effect at the top dose; inactives centre near -15; many of its hits are not listed in these tables
# Target sequence (Q03431 whole entry, looked up): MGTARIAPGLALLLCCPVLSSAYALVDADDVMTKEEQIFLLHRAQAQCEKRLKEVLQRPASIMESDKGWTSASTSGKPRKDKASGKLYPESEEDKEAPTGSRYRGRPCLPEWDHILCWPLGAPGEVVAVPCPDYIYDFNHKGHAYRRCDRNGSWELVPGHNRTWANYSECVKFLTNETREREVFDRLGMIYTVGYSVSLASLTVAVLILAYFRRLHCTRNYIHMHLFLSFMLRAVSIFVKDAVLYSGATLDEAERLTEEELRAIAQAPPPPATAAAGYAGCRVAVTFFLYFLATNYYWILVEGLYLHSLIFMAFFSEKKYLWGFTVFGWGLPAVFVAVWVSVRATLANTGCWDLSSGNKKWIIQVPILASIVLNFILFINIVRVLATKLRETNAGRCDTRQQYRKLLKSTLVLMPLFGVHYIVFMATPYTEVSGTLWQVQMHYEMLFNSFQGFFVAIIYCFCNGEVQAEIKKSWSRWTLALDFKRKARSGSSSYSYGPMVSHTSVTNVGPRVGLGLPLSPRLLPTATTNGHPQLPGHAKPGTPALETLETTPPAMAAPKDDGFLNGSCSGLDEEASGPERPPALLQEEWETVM
#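 HEK-293-derived GP2 cells expressing PTHR1 and a GloSensor cAMP reporter, 3,000/well, plated overnight, given luciferin plus IBMX (each 0.5 mM as added) for 1 h at 37 °C, then compound for 1 h at 37 °C. Luminescence was read after 15 min at room temperature.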
# TDP43 rescue: inhibitors of TDP-43 toxicity in yeast; TDP-43 expressing yeast growth rescue, BacTiter-Glo, 24 h; Potency, µM (top dose mostly 46.1 µM), for inactives: top-dose growth rescue (activation), usual class: activators; hit rate 1.8% among 410,000; further: potency means the concentration at half of the fitted maximal effect; % of control where 0% means no effect; nearly all actives have a fitted effect of over 50% in size
#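 Galactose-induced TDP-43 yeast, OD600=0.02, compound pinned; 24 hr, 30 deg C; BacTiter-Glo luminescence for growth. Inhibitors of TDP-43 toxicity read as activators.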
# Abeta rescue: restores growth of yeast expressing A-beta42 peptide. hit rate 0.063% among 410,000. yeast expressing A-beta42, growth rescue, OD600, 48 h; response scale: 0% DMSO, 100% iron-clioquinol control. Potency, µM (titrated, usually from 46.1 µM), for inactives: at the highest dose growth rescue, hits mostly activators; further: potency means the concentration at half of the fitted maximal effect; nearly all actives have a fitted effect of over 55% in size
#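 Yeast growth medium received pinned compounds, then yeast cells expressing toxic A-beta were added; plates incubated at 30 C for 48 hr. Growth read as absorbance at 600 nm, normalized to DMSO and equimolar FeCl3 plus clioquinol controls.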
# aSyn rescue: rescues yeast growth from alpha-synuclein toxicity. Potency, µM (titrated, usually from 46.1 µM), for the others: at the highest dose growth rescue (activation), most hits filed as activators. hit rate 0.14% among 370,000. Yeast expressing alpha-synuclein, growth rescue, BacTiter-Glo, 24 h; further: potency means the concentration at half of the fitted maximal effect; % of control where 0% means no effect; nearly all actives have a fitted effect of over 65% in size
#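 Readout is rescue of growth in alpha-synuclein-expressing yeast, so inhibitors of toxicity appear as activators. Growth after 24 hr at 30 deg C in galactose medium is quantified by luminescence.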
# * marks the source's active call; other numbers are inactive results; i = inactive; ? = inconclusive; . = no result given; & = joins results of further samples; [ ] = another dose, or the depositor's remark. Unless noted, the call rests on the fitted dose curve; in most records, active means well fitted curve in the direction sought with a large enough effect; inconclusive means small, poorly fitted or top-dose-only effect, or another doubt; inactive means no such curve, though single readings can be large; an effect the other way counts as inactive or inconclusive. Not all compounds are listed, so the mix of outcomes need not match the whole.
SMILES,HEK293 tox,GLP-1R inv ag,Mm-Cpn inhibitor,Akt phos inh,FUS yeast rescue,PTHR1 ag,TDP43 rescue,Abeta rescue,aSyn rescue
CCN(CC)C(=O)CSc1nc2cc3c(cc2c(=O)n1CCCCCC(=O)NCc1ccc(OC)cc1)OCO3,4%&-12%,1%&11%,-19%,i,18%&8%,-20%,-8%&21%,7%&-13%,6%
COc1ccc(Cc2noc(COc3ccc(Cl)cc3)n2)cc1,-17%,-1%,-2%,i,7%,-91%[inhibitor],5%,-6%,-8%
Cc1ccc(N(CC(=O)N2CCOCC2)S(=O)(=O)c2ccccc2)cc1,-13%,4%,-1%,i,3%,i,1%,6%,0%
Cc1nc2scc(C)n2c(=O)c1S(=O)(=O)NCC1CCN(Cc2ccc(F)cc2)CC1,0%,?,0%,i,-3%,i,-8%,10%,-1%
Cc1nnc(SCC(=O)NC2CCCCC2C)s1 (configuration not stated),-6%,-2%,-1%,i,-31%,i,4%,4%,-6%
O=C(NCc1ccccc1)C1=C[C@@H](c2ccccc2)C[C@@H](OCc2ccc(CO)cc2)O1,-8%,?,.,i,14%,i,17%,-2%,-12%
CCc1ccccc1NC(=O)c1nnn(CC(=O)Nc2cccc(C)c2)c1N,3%,-11%,-6%,i,16%,-7%,-8%,-5%,-5%
O=C(Nc1ccc2c(c1)OCCO2)C1c2ccccc2OCC(=O)N1Cc1ccccn1 (configuration not stated),-7%,21%,.,i,13%,-17%,0%,-5%,5%
COc1cccc(OC)c1OCc1cc(C2C3CCCC=C3C(C#N)=C(N)C2(C#N)C#N)c(C)cc1C (configuration not stated),13%,?,-1%,i,?,-29%[57.5 µM],-5%,7%,4%
CCS(=O)(=O)c1ccc(O)c(NC(=O)Nc2ccccc2)c1,5%,0%,0%,i,15%,-1%[57.5 µM],-25%,5%,-10%
O=C(COc1ccc(S(=O)(=O)NCc2ccccc2)cc1Cl)N1CCOCC1,0%,8%,1%,i,0%,-23%,-25%,-6%,8%
COc1ccc(-c2noc(C3CCCN(S(=O)(=O)c4cccc(Cl)c4)C3)n2)cc1OC (configuration not stated),-12%,-3%,-2%,.,43%,i,-15%,-9%,6%
COc1cc(C2NC(=O)C(C#N)=C(S)N2c2ccc(C)cc2)ccc1OC(C)C (configuration not stated),-18%,6%,-2%,i,21%,-6%,?,17%,0%
CCC(=O)N1CCN(c2ccc(NC(=O)c3ccco3)cc2)CC1,-3%,6%,1%,i,-26%,i,3%,10%[9.22 µM],0%
Cc1cccn2c(=S)[nH]nc12,1%,0%,.,i,.,-8%,22%,3%,-7%
O=C(CCN1C(=O)C2CCCCC2C1=O)N1CCN(S(=O)(=O)c2cccc(F)c2)CC1 (configuration not stated),2%,-2%,-1%,i,22%,i,23%,-2%,0%
Cc1ccc(NC(=O)c2nc[nH]c2C(=O)Nc2ccccc2F)cc1,11%,39%[activator],.,i,-8%,i,?,6%,-6%
Cc1ccc2c(=O)c(CN3CCCCCC3)c(C)[nH]c2c1C,-2%,7%,0%,i,14%,i,-6%,9%,-1%
O=C(Nc1ccc(F)cc1)c1ccc2c(=O)n(CC3CCCO3)c(=S)[nH]c2c1 (configuration not stated),?,-42%,2%,i,-4%,-16%,-17%,2%,1%
CSc1ncccc1C(=O)OCC(=O)Nc1nc(C)c(Cl)cc1Cl,14%,15%,-4%,i,.,-16%,-18%,5%,-1%
NS(=O)(=O)c1ccc(NC(=O)/C=C/c2ccc3c(c2)OCO3)cc1,3%,-17%,-5%,i,1%,i,-14%,-5%,-2%
O=C(Nc1ccc(Oc2ccccc2)nc1)C1CCCCN1Cc1ccc(OCCO)cc1 (configuration not stated),2%,-3%,-3%,.,0%,i,10%,-10%,16%
COc1ccc2nc3ccccc3nc2c1NC(=O)c1ccc(Cl)cc1,6%,1%,-5%,i,29%,i,-17%,3%,0%
O=C1OC(c2ccco2)=N/C1=C\c1ccc(-c2cccc(C(F)(F)F)c2)o1,-1%,16%,-2%,i,-4%,-1%,8%,4%,0%
O=C1C2C3C=CC(C3)C2C(=O)N1CCN1CCN(S(=O)(=O)c2ccc3ccccc3c2)CC1 (configuration not stated),-16%,11µM*,0%,i,34%,-82%[inhibitor],-14%,-15%,1%
# New compounds follow.
SMILES,HEK293 tox,GLP-1R inv ag,Mm-Cpn inhibitor,Akt phos inh,FUS yeast rescue,PTHR1 ag,TDP43 rescue,Abeta rescue,aSyn rescue
COc1ccc(CNC(=O)COC(=O)CC2CCCC2)cc1,-9%,16%,1%,i,-1%,i,-9%[0.397 µM],-25%,-1%
C[C@@H]1CN([C@H](C)CO)C(=O)CCCn2cc(nn2)CO[C@H]1CN(C)C(=O)Nc1ccccc1F,1%,14%,.,i,-23%,-19%,-1%,-12%,0%
CCOc1ccc(N(CC(=O)NC2CCCC2)C(=O)CCC(=O)Nc2nccs2)cc1,?,?,1%,i,9%,i,0%,-4%,-2%
C=CCn1c(SCC(=O)Nc2ccc3c(c2)CCC3)nnc1-c1cccs1,-18%,?,0%,i,38%,i,?,11%,2%
Cc1cc(C)nc(N2CCC(C(=O)NC3CC3)CC2)n1,-1%,14%,1%,i,12%,i,-13%,-1%,-2%
Cc1cccc(C)c1NC(=O)Cn1nnc(C(=O)Nc2c(C)cccc2C)c1N,-16%,-18%,.,.,-22%,-3%,12%,2%,.
O=C(NCN1CCN(c2ccccc2F)CC1)c1cccnc1,-4%,0%,1%,i,12%,-1%[57.5 µM],-8%,6%,-3%
COc1ccc(CCN=C(C)c2cc(C)c(C)cc2O)cc1OC,-2%,1%,-7%,i,-11%,-9%,2%,0%,-5%
C[C@@H](CN1C(=O)C(=O)NC[C@@H]1C)NC(=O)CC12CC3CC(CC(C3)C1)C2,-29%,4%,1%,i,-19%,-23%,16%,-16%,-2%
Cn1c(SCc2cccc([N+](=O)[O-])c2)nc2ccccc2c1=O,14%,?,0%,i,.,-94%[inhibitor],-3%,-16%,7%
COc1ccc(N(C(=O)c2ccncc2)S(=O)(=O)c2ccc(Cl)cc2)cc1,5%,?,0%,i,14%,-9%,0.89µM*,-39%[inhibitor],10µM*
CC(C)(C)C1(O)CC(C(F)(F)F)=NN1C(=O)Cc1ccc([N+](=O)[O-])cc1 (configuration not stated),20%,10µM*,-3%,i,15%,-1%,-5%,16%,0%
CC1=CC(=O)N(c2cccc(C(F)(F)F)c2)C1c1ccc(Cl)cc1 (configuration not stated),-13%,?,1%,i,31%,-41%[inhibitor][57.5 µM],20%,29%,22%
CCCCN(CCCC)CCNC(=O)c1cn(C)c2ccc(S(=O)(=O)N(C)C3CCCCC3)cc2c1=O,-7%,6%,1%,.,-23%,i,8%,-5%,0%
Clc1ccc(-c2nnc(-c3ccccc3)nc2-c2c[nH]c3ccccc23)cc1,-16%[7.66 µM],-18%[7.66 µM],-2%,i,-3%,-8%,4%[9.22 µM],7%,1%
COc1cccc(CN(CC(=O)NCC2CCCO2)C(=O)CNS(=O)(=O)c2ccccc2)c1 (configuration not stated),12%,0%,.,i,8%,i,-5%,6%,3%
COC(=O)c1ccnc(SCC(=O)c2ccccc2)c1,-9%,-20%,1%,i,-10%,-24%,-13%[0.397 µM],-18%,17%
Cn1cc([N+](=O)[O-])c(C(=O)NCc2ccccc2)n1,1%,0%,1%,i,-17%,16%,-4%,-94%[inhibitor],-8%
CCCC(OC(=O)CN1C(=O)COc2ccccc21)C(=O)NC1CCCC1 (configuration not stated),-9%,-5%,1%,i,18%,i,-1%,14%,1%
O=C1CCC(C(=O)N2CCCCCCC2)CN1Cc1cccc(C(F)(F)F)c1 (configuration not stated),-2%,?,-2%,i,25%,-15%,16%,11%,-2%
Cc1cc(C)nc(/N=C(\N)Nc2ccc(S(=O)(=O)O)cc2)n1,-1%,3%,4%,i,29%,i,-13%,-3%,4%
O=C(Nc1ccc([N+](=O)[O-])cc1)C(c1ccccc1)c1ccccc1,-18%,2.2µM*,.,i,-10%,-24%,20%,6%,-3%
O=C(c1ccccc1)N1c2nc(-c3ccco3)nn2C2(CCCCC2)[C@@H]2CCCC[C@@H]21,4%,8%,.,.,-1%,-2%,3%,-6%,.
CC(C)CC(=O)NCc1ccc2[nH]c3c(c2c1)CCCC3,110%[activator],-4%,-30%,i,11%,-12%,8%,-10%,8%
CCN(CC)S(=O)(=O)c1cccc(NC(=O)COC(=O)c2ccc(Br)o2)c1,-6%,8%,-1%,i,19%,i,1%,21%,-1%
CC(=O)c1cc(C)c(OCc2cn(CC(=O)c3ccc(O)cc3)nn2)c(C)c1,-6%,11%,.,i,-11%,-33%[inhibitor],19%,2%,3%
CC1CCc2c(sc(NC(=O)CCCn3cnc([N+](=O)[O-])n3)c2C(N)=O)C1 (configuration not stated),-9%,10%,-7%,i,0%,i,1%,-4%,-1%
